# VHR inh color – inhibitors of human VHR1 phosphatase (DUSP3); inhibition, % at 20 µM; recombinant VHR phosphatase, colorimetric substrate read-out; 50,000 compounds, 0.7% hits; P51452; in the data active = inhibition above about 60%; also: some results filed as inactive read as strong as hits
# Target sequence (P51452 whole entry, looked up): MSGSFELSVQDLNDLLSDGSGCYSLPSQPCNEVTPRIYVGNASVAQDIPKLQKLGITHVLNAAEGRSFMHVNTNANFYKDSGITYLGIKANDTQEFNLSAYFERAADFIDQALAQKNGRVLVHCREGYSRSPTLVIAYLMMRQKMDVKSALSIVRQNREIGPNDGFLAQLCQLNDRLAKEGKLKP
# Active calls of the source: *.
Structure,VHR inh color
CCOC(=O)C1=C(C)NC(=S)NC1c1cccc(Br)c1 (stereo not drawn),-0.4
O=C(NC1CCN(Cc2ccccc2)CC1)c1ccc(Br)cc1,-1.4
CC(=O)C1=C(C)NC(c2ccc(Cl)cc2Cl)NC1c1ccc(Cl)cc1Cl (stereo not drawn),3.5
COc1ccc(NC2=CC(c3ccc(OC)cc3)N(c3ccc(OC)cc3)C2=O)cc1 (stereo not drawn),-10.1
C=CCN1C(=O)/C(=C/c2cc(I)cc(I)c2OC)SC1=S,-14.0
CC(=O)Nc1ncc(Cc2ccc(F)cc2)s1,-7.1
Cc1ccccc1N1C(=O)/C(=C/c2cc(C)n(-c3cccnc3)c2C)C(=O)NC1=S,5.8
CC1CCN(CCOCCOc2ccc(F)cc2)CC1,7.5
O=c1oc(-c2ccccc2[N+](=O)[O-])nc2ccccc12,0.7
COc1ccc(OC)c(Nc2nc3nonc3nc2N2CCCCC2)c1,-9.5
CCOC(=O)C(CCCCCOc1ccccc1F)C(=O)OCC,1.1
Cc1c(C(=O)OC(C)C)sc(NC(=O)c2cccc(Cl)c2)c1C#N,-32.6
COc1cc(OC)c(/C=C2\C(=O)NC(=O)N(c3cccc(C)c3)C2=O)cc1Br,-17.1
C=CCOc1cccc(/C=N/NC(=O)C(=O)Nc2ccc(OC)cc2OC)c1,-17.6
O=C(c1ccc(Br)cc1)N1CCC(c2ccccc2)C1 (stereo not drawn),-27.2
Cc1ccccc1NC(=S)NC(=O)C12CC3CC(CC(C3)C1)C2,-15.0
CCOc1ccc2nc(SCC(=O)c3ccccc3)sc2c1,-10.7
Cc1c(-n2c(O)c(C3=c4ccccc4=NC3=O)sc2=O)c(=O)n(-c2ccccc2)n1C,1.1
CCOc1ccc(NC(=O)c2c(NC(=O)c3cccnc3)sc3c2CCC3)cc1,-11.7
CCOC(=O)N1CCN(c2nc(=S)n(-c3ccccc3)c(C)c2C(C)=O)CC1,66.5
CC1(C)Cc2c(sc3nc(Nc4ccccc4)n(N)c(=O)c23)CO1,-7.0
O=C(/C=C/c1ccc(-c2ccc(Cl)cc2Cl)o1)c1ccco1,13.0
COc1ccc(C(=O)/C=C/Nc2ccc(S(=O)(=O)N=C(N)N)cc2)cc1OC,-8.5
COc1cccc(CNc2ccc3c(c2)nc(C)n3C)c1OC,43.8
COc1ccc(C(=O)N2CCCN(C(=O)c3ccc(OC)cc3)CC2)cc1,-1.7
CC(=O)Nc1ccc(N/C=C/C(=O)c2ccccc2)cc1,7.6
O=C1c2ccccc2C(=O)N1CCc1nc2ccccc2c(=O)n1-c1ccc(Br)cn1,41.3
Cc1nc2sccn2c1C(=O)N/N=C/c1ccccc1O,-1.3
O=[N+]([O-])c1ccc(-c2nc(-c3ccc(C(F)(F)F)cc3)no2)cc1,-7.5
NC(=O)c1ccccc1NC(=O)COc1cccc2ccccc12,9.5
COc1ccc(OC)c(NC(=S)NC(=O)/C=C/c2ccccc2)c1,-0.2
O=C1C2C3c4ccccc4C(c4ccccc43)C2C(=O)N1C12CC3CC(CC(C3)C1)C2 (stereo not drawn),-4.4
COc1ccccc1/C=N/n1cnnc1,-12.7
COc1cccc(C2C(C#N)=C(C)NC3=C2C(=O)CC(c2ccccc2)C3)c1OC (stereo not drawn),24.5
COC(=O)COc1ccc(/C=C2\C(=O)NC(=S)N(c3ccc(F)cc3)C2=O)cc1OC,9.2
CC1(C)Cc2c(sc3nc(CC(N)=O)n(Cc4ccccc4)c(=O)c23)CO1,0.7
CCOc1ccc(-c2cc(C(=O)NC(C)C)c3ccccc3n2)cc1,-4.8
Cc1cc(OCC(=O)Nc2ccc(F)c([N+](=O)[O-])c2)ccc1Cl,-18.3
O=C(CSc1nc2sc3c(c2c(=O)[nH]1)CCCC3)NCc1ccccn1,8.2
CCOc1ccccc1C=Nc1ccc(C(N)=O)cc1,-25.4
COc1ccccc1NC(=O)c1ccn(C(=O)c2cccc(I)c2)n1,-3.8
O=C(NCc1ccc(Cl)cc1)C(=O)NN=C1CCCCC1,-18.6
CCC(=O)N1CC23C=CC(CC2CC12CCCCC2)O3 (stereo not drawn),19.6
O=C(CN(c1ccccc1)S(=O)(=O)c1ccccc1)NCCSc1ccccn1,5.1
O=c1cc(-c2ccccc2)[nH]n1-c1ccc([N+](=O)[O-])cc1,-1.4
O=C(CN(c1cccc([N+](=O)[O-])c1)S(=O)(=O)c1ccccc1)Nc1ccc(F)c(Cl)c1,-10.9
COc1ccc(OC)c(NC(=O)CN(c2ccc(Br)cc2)S(C)(=O)=O)c1,0.9
COC(=O)c1ccc(NC(=O)Cn2nc(C)c3ccccc3c2=O)cc1,-24.2
Cc1ccc(S(=O)(=O)Nc2cc(-c3ccc(F)cc3)[nH]n2)cc1,-6.9
COc1ccccc1OCCCCCCN1CCCC1,-8.0
O=C(CN1C(=O)/C(=C/c2ccccc2)SC1=S)Nc1cccc(O)c1,-21.3
Cc1ccc(/C(O)=C/C(=O)C(=O)NCc2ccccc2)cc1,-18.4
O=C(Nc1ncc(Cc2cccc(Cl)c2Cl)s1)C1CC1,-9.0
COC(=O)c1cc(NC(=O)c2cc(Br)ccc2OC)cc(C(=O)OC)c1,2.5
CCOC(=O)C1=C(C)N=c2s/c(=C\c3ccccc3F)c(=O)n2C1c1ccc(OC)cc1 (stereo not drawn),2.3
CCOC(=O)c1cnc(Sc2ccc([N+](=O)[O-])cc2[N+](=O)[O-])nc1N,-27.5
CCOc1ccccc1C(=O)Nc1cc(Cl)ccc1C,-18.1
Cc1cc(NC(=O)c2ccc(C)c(C)c2)no1,-8.4
CCOc1ccc(NC(=O)c2ccc(C)c([N+](=O)[O-])c2)cc1,-10.8
Cc1cc(C)n(-c2nc(NC(C)(C)C)nc(NC(C)(C)C)n2)n1,-6.4

# Next entries
Structure,VHR inh color
Cc1nc(Nc2ccccc2)c(C(F)(F)F)c(C(F)(F)C(F)(F)F)n1,-8.0
C=CCc1cc(/C=C2/C(=O)NC(=O)N(c3ccc(C)cc3)C2=O)cc(OC)c1O,7.3
CCOC(=O)CSc1nc(C)c2ccccc2n1,-2.2
C=C(C)Cn1c(SCC(=O)O)nnc1-c1ccc(OC)c(OC)c1,-7.9
Cc1ccc(N2C(=O)CC(NC3CCCCCC3)C2=O)cc1 (stereo not drawn),5.3
O=[N+]([O-])c1cccc(Cl)c1N1CCN(S(=O)(=O)c2ccccc2)CC1,-15.0
COc1ccc(C2CC(=O)C3=C(C2)Nc2ccccc2NC3c2ccc(OC(C)=O)c(OC)c2)cc1OC (stereo not drawn),12.9
O=C1CC(=O)N(c2ccccc2)C(=S)N1,3.9
CCOc1ccccc1NC(=O)c1c(NC(=O)c2ccccc2Cl)sc2c1CCC2,-2.0
COC(=O)c1cc(Cl)c(NC(=O)c2ccc(F)cc2)cc1OC,-12.4
CCOC(=O)C1=C(C)N=c2s/c(=C\c3ccccc3O)c(=O)n2C1c1ccc2c(c1)OCO2 (stereo not drawn),-26.9
O=C(C(=O)N1CCOCC1)c1c[nH]c2ccccc12,-30.1
Cc1ccc(S(=O)(=O)Nc2ccc(C(=O)CC(=O)Nc3ccccc3)cc2)cc1,6.3
COc1cccc(C(=O)N2CCOCC2)c1,-29.2
COc1cccc(OC)c1C(=O)Nc1cc(Cl)c(Cl)cc1Cl,1.5
Nc1csc(C(c2ccccc2)c2ccccc2)n1,2.3
COC(=O)c1c(NC(=O)C2CC2c2ccccc2)sc(C)c1C (stereo not drawn),-21.8
CCc1nnc(NC(=O)Nc2ccc(Cl)cc2)s1,-11.7
COc1ccc(NC(=O)Cc2ccc(OC)c(OC)c2)c([N+](=O)[O-])c1,4.9
Cc1oc(-c2nc3ccccc3n2C)cc1C(=O)c1ccccc1,24.8
O=C1C2ON(c3ccc(Cl)cc3)C(c3ccc(F)cc3)C2C(=O)N1c1ccc([N+](=O)[O-])cc1 (stereo not drawn),6.3
O=C(NCc1ccncc1)c1ccc(Cl)cc1,-5.7
Cc1ccc(-n2[nH]c(C)c(C=Nc3ccccc3C(=O)O)c2=O)cc1C,-26.9
COc1cc(/C=C2/C(C)=C(C#N)c3nc(N)c(C#N)c(C)c32)ccc1O,5.0
CN1/C(=C/C(=O)Nc2ccccc2)c2ccccc2CC12CCCCC2,-7.9
CCn1nnnc1-c1ccc(OC)c(S(=O)(=O)NCCc2ccc(OC)c(OC)c2)c1,-11.4
CC(C)OC(=O)C1C(=O)CC(C)(O)C(C(=O)OC(C)C)C1c1ccc([N+](=O)[O-])cc1 (stereo not drawn),-11.5
COC(=O)c1cc(NC(=O)C(C)(C)C)cc(C(=O)OC)c1,-6.0
COc1ccc(OC)c(N(CC(=O)NCCc2ccc(OC)c(OC)c2)S(=O)(=O)c2ccc(OC)c(OC)c2)c1,18.1
O=C(O)C(Oc1ccc2c(-c3ccccc3)cc(=O)oc2c1)c1ccccc1 (stereo not drawn),-14.4

# Reformatted field by field: 4 of the compounds above.
CCOC(=O)C1=C(C)N=c2s/c(=C\c3ccccc3O)c(=O)n2C1c1ccc2c(c1)OCO2 (stereo not drawn)
  VHR inh color: -26.9

CCc1nnc(NC(=O)Nc2ccc(Cl)cc2)s1
  VHR inh color: -11.7

COc1ccc(OC)c(NC(=O)CN(c2ccc(Br)cc2)S(C)(=O)=O)c1
  VHR inh color: 0.9

Cc1ccccc1NC(=S)NC(=O)C12CC3CC(CC(C3)C1)C2
  VHR inh color: -15.0

# (listing goes on)
Structure,VHR inh color
O=C(O)CCCCCN1C(=O)C(=O)/C(=C(/O)c2ccc(Cl)cc2)C1c1ccccc1 (stereo not drawn),-6.3
NS(=O)(=O)c1ccc(NC(=O)CCC2CCCCC2)cc1,-31.9
N/C(Cc1cccs1)=N\OC(=O)COc1ccccc1,10.3
O=C(CN(c1cccc([N+](=O)[O-])c1)S(=O)(=O)c1ccccc1)NCC1CCCO1 (stereo not drawn),-20.8
COC(=O)c1ccc(/C=N/c2c(-c3ccco3)nc3ccccn23)cc1,-40.0
Clc1ccc(Oc2nc3ccccc3n3cnnc23)cc1,3.8
O=C1CCCC2=C1C(c1ccc(Cl)cc1Cl)Nc1ccccc1N2 (stereo not drawn),-10.3
CCC(=O)NC(C)c1ccc(Br)cc1 (stereo not drawn),-15.0
COc1cccc(NC(=O)/C=C/c2cccc([N+](=O)[O-])c2)c1,-7.6
O=C(Nc1ccc2nn(-c3ccc(F)cc3)nc2c1)c1cc(Cl)ccc1Cl,-2.8
CCOC(=O)c1c[nH]c2c(Cl)ccc(Cl)c2c1=O,-7.7
Cc1ccc2nsnc2c1NC(=O)c1ccc(-c2ccc(Cl)cc2Cl)o1,-4.3
O=C1c2ccccc2C(=O)c2c(C#Cc3ccccc3)cccc21,-4.0
Cc1cc(C)cc(N2C(=O)/C(=C/c3ccc(O)c(Cl)c3)C(=O)NC2=S)c1,-0.7
CCC(=O)c1ccc(N2CCN(C(=O)c3cccc(F)c3)CC2)c(F)c1,5.1
COC(=O)c1cc(C(=O)Nc2ccc(C(C)C)cc2)cc([N+](=O)[O-])c1,-15.7
COc1ccc(NC(=O)c2cccc(Cl)c2)cc1Cl,-12.6
O=C(Oc1ccccc1C(=S)N1CCOCC1)c1cccc([N+](=O)[O-])c1,1.1
COC(=O)C1=NN(C(=O)c2cccc(Br)c2)C(O)(c2ccc(Cl)cc2)C1 (stereo not drawn),-6.3
O=c1[nH]c(=O)n(-c2ccc(Cl)cc2)c(O)c1/C=C1/C=CC=N1,37.9
CN1CCN(NC(=O)NC23CC4CC(CC(C4)C2)C3)CC1,-6.2
O=C(COc1cc2oc(=O)c3c(c2cc1Cl)CCC3)c1ccc(Cl)cc1,-7.6
CC(=O)N(C1=C(Cl)C(=O)c2ccccc2C1=O)c1ccc(Br)cc1,31.0
O=C(Nc1cccc(Cl)c1)N(c1ccc(Cl)cc1)C1CCS(=O)(=O)C1 (stereo not drawn),-2.3
CSc1ccc(-c2ncnn2-c2cccc(Cl)c2)cc1,14.3
Clc1ccc(CN2CCN(/N=C/c3cccnc3)CC2)cc1,-4.3
CCOC(=O)C1=C(O)/C(=C/c2ccc(O)c(OC)c2)SC1=Nc1cccc(Cl)c1,6.4
CC(NC(=O)c1cc2cc([N+](=O)[O-])ccc2oc1=O)c1ccccc1 (stereo not drawn),-7.7
CCC(C)NC(=O)Nc1ccc(Cl)cc1 (stereo not drawn),-17.7
CCOc1cc(C(=O)Nc2ccc3c(c2)OCO3)cc(OCC)c1OCC,-41.1
COc1ccc(N2C(=O)CC(N(CCc3ccc(OC)c(OC)c3)C(C)=O)C2=O)cc1 (stereo not drawn),0.9
O=C(Nc1ccc(Nc2ccccc2)cc1)c1cccc2ccccc12,8.9
O=C(NC(=S)Nc1ccc(-c2nc3ccccc3s2)cc1)c1ccc(Cl)cc1,-15.6
Cc1cc(C)c2[nH]c3nc(C)cc(C)c3c(=O)c2c1,14.5
CCOC(=O)C1=C(O)CSC1=Nc1ccc(F)cc1,103.6*
Cn1c(=O)n(CC(=O)O)c2ccccc21,-16.8
Cc1cc(C23CC4CC(C2)CC(c2cc(C)c(S(N)(=O)=O)c(C)c2)(C4)C3)cc(C)c1S(N)(=O)=O,6.6
COc1cc(C(C)(C)C)cc(Br)c1O,-13.1
CCOc1cc(OCC)cc(C(=O)Nc2ccc(OC(F)(F)F)cc2)c1,0.6
O=C(COc1ccc(Cl)cc1)Nc1cccc(-c2nc3cc(Cl)ccc3o2)c1,17.0
CCOc1cc(/C=C2\C(=O)NC(=O)N(c3ccc(C)cc3)C2=O)c(Br)cc1OC,-17.6
O=S(=O)(N/N=C/c1cccc(F)c1)c1ccccc1,-5.0
Cc1ccc(NC(=O)CN(c2cccc(C(F)(F)F)c2)S(C)(=O)=O)c(C)c1,-3.7
Cc1ccc(/C=N/N=C(c2ccccc2)c2ccccc2)s1,-8.8
CC(C)Oc1cccc(C(=O)N2CCC(Cc3ccccc3)CC2)c1,-9.4

# Assay outcomes as filed in PubChem BioAssay.

# These rows are one share of the data; rates above refer to the full screens.
